KLK7 zymogen act: proKLK7 zymogen activators, primary screen, biochemical, fluorescence intensity; Kallikrein-7 (Homo sapiens), P49862; purified proKLK7, EDANS-DABCYL substrate fluorescence; 100% is mature enzyme control, 0% vehicle; activation, % at 7 µM; 0.9% of 370,000 active;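 active = activation above the mean of all tested compounds plus 3 SD, computed per campaign excluding outliers beyond control limits, cut at about 13% in these data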
DDE Tn6 FP inh: inhibitors of Tn6 peptide binding to fibrin DD(E), primary screen, biochemical, fluorescence polarization, human fibrin, Tn6 probe; Fibrin DD(E) TRITC-Tn6 fluorescence polarization displacement; inhibition, % at 8.3 µM; 0.21% of 370,000 active;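 active = inhibition above a per-campaign cutoff: mean of compounds within control limits plus 3 SD, cut at about 15% in these data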;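 note: 0% = median of all compound wells on the plate and 100% = blocking peptide control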
GC-A act: GC-A stimulated cGMP production enhancers – HEK293 GC-A cells, cGMP TR-FRET, EC30 ANP, primary screen. 0.14% of 370,000 active. activation, % at 10 µM. 0% at EC30 ANP, 100% saturating ANP. AID 1671463, 2021; in the data active = activation above about 40%
ADAM10 inh: human ADAM10 inhibitors, primary screen, biochemical, QFRET, HTS | recombinant ADAM10, EDANS/DABCYL FRET peptide cleavage, 3 h | inhibition, % at 7 µM | 0.62% of 370,000 active | AID 720582, 2013;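 active = inhibition above a per-campaign cutoff equal to the mean of compounds falling between control-based bounds plus 3 SD, cut at about 20% in these data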;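 note: 0% = DMSO wells while the 100% control is not disclosed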
ASAP1 GAP inh: inhibitors of human ASAP1 ArfGAP activity, primary screen, biochemical, fluorescence polarization; Arf-GAP with SH3 domain, ANK repeat and PH domain-containing protein 1 (Homo sapiens), …; ASAP1-stimulated ARF1 GTP hydrolysis, GDP FP detection; inhibition, % at 16.5 µM; 0.19% of 360,000 active; in the data active = inhibition above about 25%;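 note: 0% = vehicle with enzyme and substrate and 100% = no enzyme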
ARFGAP1 inhibitor: inhibitors of rat ARFGAP1 GAP activity, primary screen, biochemical, fluorescence polarization, GDP tracer; Arfgap1-stimulated ARF1 GTP hydrolysis, GDP FP detection; AID 651572, 2012; inhibition, % at 16.5 µM; 0.26% of 360,000 active; ADP-ribosylation factor GTPase-activating protein 1 (Rattus norvegicus), Q62848;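 active = inhibition above a per-plate limit, mean inhibition of low control wells plus 3 SD, cut at about 25% in these data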;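 note: 0% = DMSO wells with enzyme and 100% = wells lacking Arfgap1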
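System: truncated rat Arfgap1 GAP domain / Benchmarks: high control wells lacking Arfgap1, low control full reaction with DMSO / Times: compound-enzyme preincubation 20 min, reaction 120 min, detection 60 min, 25 °C / Repeats: one replicate per compound / Also added: human ARF1(Δ1-17)-GTP substrate / Measured by: Tracer-displacement fluorescence polarization with EDTA stop, 620/688 nm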
sPLA2-III inh: human group III sPLA2 inhibitors, primary screen, biochemical, QFRET, BODIPY PC-A2 liposome substrate | Group 3 secretory phospholipase A2 (Homo sapiens), Q9NZ20 | QFRET BODIPY PC-A2 liposome hydrolysis, fluorescence | inhibition, % at 12.2 µM | 0.56% of 370,000 active;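 active = inhibition above mean plus 3 SD of compounds lying within the high and low control bounds, cut at about 19% in these data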;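 note: 0% = median of test compound wells and 100% = no enzyme DMSO wells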
NPR2 activator: human GC-B receptor activators, primary screen, HEK293 GC-B cells, cGMP TR-FRET, EC30 CNP | 0% at EC30 CNP, 100% saturating CNP | activation, % at 10 µM | 0.11% of 370,000 active | AID 1920062, 2024 | Atrial natriuretic peptide receptor 2 (Homo sapiens), P20594;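 active = activation at 10 µM reaching about 35% in either raw or pattern-adjusted values, limit read from the data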
Target sequence (P20594 whole entry, looked up): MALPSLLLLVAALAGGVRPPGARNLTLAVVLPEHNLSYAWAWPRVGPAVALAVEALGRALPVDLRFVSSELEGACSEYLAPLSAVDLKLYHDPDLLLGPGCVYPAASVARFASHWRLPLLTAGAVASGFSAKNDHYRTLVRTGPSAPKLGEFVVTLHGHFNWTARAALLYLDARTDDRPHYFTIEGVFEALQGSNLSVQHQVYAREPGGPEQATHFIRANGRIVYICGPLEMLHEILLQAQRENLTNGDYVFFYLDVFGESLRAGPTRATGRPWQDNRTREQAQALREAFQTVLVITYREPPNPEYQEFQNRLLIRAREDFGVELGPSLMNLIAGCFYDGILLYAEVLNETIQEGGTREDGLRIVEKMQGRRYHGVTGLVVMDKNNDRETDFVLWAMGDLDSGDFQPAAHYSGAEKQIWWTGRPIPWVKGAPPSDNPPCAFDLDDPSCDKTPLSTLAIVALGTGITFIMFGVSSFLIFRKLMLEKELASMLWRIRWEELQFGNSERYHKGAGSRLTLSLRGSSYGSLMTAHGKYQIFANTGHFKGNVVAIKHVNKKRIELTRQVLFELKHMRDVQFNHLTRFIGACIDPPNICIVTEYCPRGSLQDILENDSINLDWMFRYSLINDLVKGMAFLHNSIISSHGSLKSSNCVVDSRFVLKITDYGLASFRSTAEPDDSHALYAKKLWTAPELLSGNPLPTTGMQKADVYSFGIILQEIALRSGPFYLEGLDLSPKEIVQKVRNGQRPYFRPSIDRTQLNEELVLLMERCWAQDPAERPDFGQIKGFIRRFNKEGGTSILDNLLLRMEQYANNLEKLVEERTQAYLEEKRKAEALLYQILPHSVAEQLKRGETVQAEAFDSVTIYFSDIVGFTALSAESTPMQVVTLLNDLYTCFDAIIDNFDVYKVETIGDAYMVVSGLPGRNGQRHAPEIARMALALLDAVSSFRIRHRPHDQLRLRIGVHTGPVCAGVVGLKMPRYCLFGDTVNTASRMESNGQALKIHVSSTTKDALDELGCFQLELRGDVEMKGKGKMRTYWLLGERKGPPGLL
FXN GAA850 act: FXN promoter activators, primary screen, cell-based, luciferase luminescence, HEK293 lucGAA850. HEK293 lucGAA850 FXN promoter luciferase reporter, 24 h; percent of 10 µM SAHA response. activation, % at 6 µM. 0.56% of 360,000 active. AID 540364, 2011;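 active = activation above the average of all compounds screened plus 3 SD, cutoff fixed separately per campaign, cut at about 7.5% in these data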;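 note: 0% = DMSO wells and 100% = 10 µM SAHA wells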
rCAG RNA binder: binders of r(CAG) RNA repeats, primary screen, biochemical, fluorescence | r(CAG) RNA repeat, TO-PRO-1 dye displacement fluorescence | inhibition, % at 3 µM | 1.3% of 370,000 active;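 active = inhibition above the plate cutoff, the mean of all test compounds on that plate plus 3 SD, cut at about 35% in these data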;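 note: 0% = DMSO alone and 100% = 100 µM mitoxantrone as full dye displacement; higher means more dye released from RNA so lower well fluorescence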
* marks the source's active call; other numbers are inactive results; x = no result given.

SMILES	KLK7 zymogen act	DDE Tn6 FP inh	GC-A act	ADAM10 inh	ASAP1 GAP inh	ARFGAP1 inhibitor	sPLA2-III inh	NPR2 activator	FXN GAA850 act	rCAG RNA binder
NNC(=O)c1nnsc1-c1csnn1	-0.2	-2.2	3.0	-11.2	-0.3	14.1	-0.8	3.8	0.6	6.2
CCCCNC(=S)NNC(=O)CCn1nc(C)c(Br)c1C	0.1	0.2	-9.7	-4.8	11.5	1.6	-5.7	-2.0	-1.8	-1.4
Cc1ccc(-c2nn(CC(=O)NCc3ccccn3)c(=O)c3ccccc23)cc1S(=O)(=O)N(C)C	0.9	-3.0	-1.4	0.3	-8.2	-0.1	6.0	-0.5	0.5	-1.7
CC1=C(C(=O)OCC2CCCO2)C(c2ccc(Cl)cc2)NC(=O)N1 (stereo not given)	-0.7	-1.1	-14.2	2.4	-6.4	-4.4	-1.6	-4.4	1.9	-6.4
CC(C)N(Cc1nc(-c2ccccc2)no1)C(=O)CN(C)S(=O)(=O)c1ccccc1	-0.8	-6.1	1.1	4.8	-12.8	17.8	12.8	1.7	-1.6	2.3
O=C(NCc1ccco1)/C(=C/c1cccnc1)NC(=O)c1ccco1	0.3	4.6	2.3	-7.1	9.9	5.8	0.0	2.1	-0.8	-1.4
COC(=O)Nc1ccc(S(=O)(=O)N2CCCCC2)cc1	0.2	-7.0	-2.9	3.9	-1.2	14.4	2.0	0.1	1.6	-4.3
COc1ccc(S(=O)(=O)NNC(=O)Cc2csc(C)n2)cc1[N+](=O)[O-]	0.5	3.3	-0.5	-4.1	-7.7	-0.5	1.7	1.3	0.5	1.4
COc1ccc(N2CCN(S(=O)(=O)CCNC(=O)C3CC3)CC2)cc1	-0.5	-0.6	1.0	-3.3	-2.1	-3.0	2.7	0.6	0.3	-3.3
CC1CCC(=NNS(=O)(=O)c2ccc([N+](=O)[O-])cc2)CC1 (stereo not given)	-0.6	-2.8	3.0	-17.5	-5.5	-9.7	12.7	1.8	1.1	0.5
O=C(Nc1ccccc1Cl)Oc1ccc(Cl)cc1Cl	-0.2	2.3	1.4	5.1	-3.8	-6.1	3.2	-0.5	-0.5	-1.7
S=C(NCc1ccccc1)NCc1ccccc1	-0.5	-2.9	-0.1	2.5	-9.7	5.2	7.9	3.2	-2.3	-1.4
CC(C)NC(=O)c1onc(CSc2ccc(F)cc2)c1C(=O)O	0.0	-5.6	2.7	-5.2	11.1	6.3	4.6	-3.9	1.9	0.8
Cc1ccc(S(=O)(=O)N(C)C)cc1NC(=S)NNC(=O)C(N)=O	-0.2	8.8	1.0	2.4	4.5	3.8	14.1	2.2	1.0	-0.5
N/C(=N\c1nc(CSc2ccccn2)cc(=O)[nH]1)Nc1ccc(Cl)cc1Cl	0.0	-2.5	-2.2	0.5	-3.8	-2.6	5.9	-2.7	2.8	-1.2
O=C(COC(=O)c1cccc(F)c1)NCCC1=CCCCC1	-0.3	3.5	-4.3	-2.3	2.4	-15.8	-0.4	-1.0	-1.5	0.3
O=C(O)C1C(=O)NCC1c1ccccc1 (stereo not given)	-0.2	3.9	1.9	3.4	-6.5	-1.5	6.0	1.8	1.3	0.6
Nc1ccc2oc3ccccc3c2c1	-0.5	2.7	0.6	-32.0	-7.0	2.6	10.2	-0.2	2.7	5.3
Cc1c(C(=O)Nc2cccnc2Cl)oc2ccccc12	-0.9	6.5	-3.5	-4.2	3.8	15.5	2.7	-0.5	7.8*	0.4
C[C@]12CCC3C(CC=C4C[C@@H](O)CC[C@@]43C)C1CCC2[C@]1(C)CCC(=O)O1 (stereo not given in full)	0.5	5.0	3.8	-4.8	1.1	-3.6	-5.6	2.6	0.3	0.3
CC(=O)c1cc(C(c2csc(C(C)=O)c2)c2csc(C(C)=O)c2)cs1	0.4	-5.7	-1.9	8.7	-2.3	6.7	0.7	4.8	-1.3	6.1
COc1ccc(CC(=O)Nc2ccc(S(=O)(=O)N3CCCCC3)cc2)cc1OC	0.4	3.5	3.0	-0.5	-11.1	-10.6	-8.5	0.8	-1.2	5.6
O=C(Cn1ncc2c(=O)oc3ccccc3c21)N1CCN(C(=O)c2ccco2)CC1	-0.8	6.0	0.2	5.0	-2.4	4.0	1.3	2.0	3.6	-0.3
NCc1ccccc1	-0.4	2.6	1.3	-6.7	-12.5	5.4	-2.4	2.3	1.0	2.0
C[C@H](CO)N1C[C@H](C)[C@@H](CN(C)Cc2ccc3c(c2)OCCN3C)OCc2cnnn2CCCC1=O	0.7	0.4	3.3	-13.6	-3.2	10.8	5.0	-1.8	3.0	-0.1
Cc1cccc(N(C(=O)Cc2cccs2)C(C(=O)NC2CCCC2)c2ccncc2)c1 (stereo not given)	-0.5	2.2	-26.6	-5.5	-9.6	-13.8	-3.5	-14.8	2.9	-5.9
Cc1ncc([N+](=O)[O-])n1CC(=O)N/N=C/c1ccccc1F	0.2	0.4	3.3	11.8	0.9	7.7	12.0	5.9	1.4	1.5
CC1=C(C(=O)N(C(C)C)C(C)C)CC(CC(=O)NC2CCCCC2)C(=O)N1CCC1=CCCCC1 (stereo not given)	0.2	8.0	-3.2	-2.3	-4.9	-1.6	-4.7	1.1	x	-0.9
COCCNc1cc(C)nc2ccccc12	-0.6	8.0	1.6	-4.0	0.1	-2.1	6.7	0.8	1.4	6.3
CN(C)c1ccc(C=Cc2cnccn2)cc1	1.3	-1.0	0.2	-27.9	-2.1	6.3	13.8	0.9	3.7	9.3
COc1ccc(C(=O)Nc2cc(-c3ccc(C)cc3)no2)cc1	-0.7	11.0	6.9	-1.3	0.8	1.8	-4.7	-0.6	1.1	0.1
O=C(COC(=O)C1(c2ccc(Cl)cc2)CCCC1)N1CCc2ccccc21	-0.6	4.7	-3.3	-1.4	-3.0	4.6	11.5	-2.6	1.2	0.9
CCCC(CCC)C(=O)NNc1cc(=O)c2c(=O)n(C)c(=O)n(C)c2[nH]1	-1.0	-4.8	4.7	2.6	2.0	7.4	-3.0	1.9	1.8	2.4
Cc1cc(F)ccc1S(=O)(=O)Nc1nc2ccccc2nc1Cl	0.1	2.6	0.0	-23.7	-14.9	-6.5	-9.6	5.6	0.6	4.0
O=C(N/N=C(\c1ccccc1)c1cccnc1)c1ccc(O)cc1	-0.2	-3.7	-2.9	6.2	-9.9	-12.2	-2.1	-0.1	1.0	0.2
CCN1CCN(c2ccc(S(=O)(=O)N(CC)CC)cc2[N+](=O)[O-])CC1	-0.5	-1.6	-1.5	2.9	4.6	7.8	-2.4	-2.2	3.8	-1.4
CC(C)(C)N(Cc1ccccc1)C(=O)c1cc2ccccc2o1	-0.2	0.8	-7.8	-5.2	6.1	8.1	6.3	-7.0	0.6	-4.2
COc1ccc(Cl)cc1NC(=O)N1CCC(C)CC1	0.8	-5.4	1.9	-8.0	-2.0	-1.5	-1.2	-2.9	2.4	-2.2
Cn1ccnc1C1CCCCN1Cc1nc(-c2ccc3c(c2)OCO3)no1 (stereo not given)	-0.6	2.3	-1.3	3.6	-7.2	-1.4	0.1	2.7	-0.8	-4.3
CC1CC(C)CN(C(=O)c2ccc(-c3ccc([N+](=O)[O-])cc3)o2)C1 (stereo not given)	-1.6	-2.8	-3.0	0.8	-1.5	-5.6	1.4	-6.3	6.5	10.7

Profiles, quoted from the list. Order of screens: KLK7 zymogen act, DDE Tn6 FP inh, GC-A act, ADAM10 inh, ASAP1 GAP inh, ARFGAP1 inhibitor, sPLA2-III inh, NPR2 activator, FXN GAA850 act, rCAG RNA binder
CC(C)(C)N(Cc1ccccc1)C(=O)c1cc2ccccc2o1 is entered as -0.2, 0.8, -7.8, -5.2, 6.1, 8.1, 6.3, -7.0, 0.6, -4.2
O=C(N/N=C(\c1ccccc1)c1cccnc1)c1ccc(O)cc1 is entered as -0.2, -3.7, -2.9, 6.2, -9.9, -12.2, -2.1, -0.1, 1.0, 0.2
NNC(=O)c1nnsc1-c1csnn1 is entered as -0.2, -2.2, 3.0, -11.2, -0.3, 14.1, -0.8, 3.8, 0.6, 6.2
C[C@]12CCC3C(CC=C4C[C@@H](O)CC[C@@]43C)C1CCC2[C@]1(C)CCC(=O)O1 (stereo not given in full) is entered as 0.5, 5.0, 3.8, -4.8, 1.1, -3.6, -5.6, 2.6, 0.3, 0.3

The listing continues.
SMILES	KLK7 zymogen act	DDE Tn6 FP inh	GC-A act	ADAM10 inh	ASAP1 GAP inh	ARFGAP1 inhibitor	sPLA2-III inh	NPR2 activator	FXN GAA850 act	rCAG RNA binder
Cc1ccc(NC(=O)Cn2nnc(C(=O)Nc3ccc(F)c(Cl)c3)c2N)cc1	0.0	3.0	4.9	3.8	1.0	15.5	-1.2	-2.5	2.6	5.5
COc1ccccc1-c1nnc(NC(=O)OCC(C)C)s1	-1.1	-3.5	1.4	-14.9	3.2	5.3	-3.5	-4.8	0.8	4.9
CCSc1nc2cc(C(=O)OC)ccc2c(=O)n1CC	0.0	2.9	-19.8	-10.2	-10.6	4.8	10.1	-6.2	-0.4	-1.4
CN(C)c1ccc(C=NCC2(O)CCOC(C)(C)C2)cc1 (stereo not given)	0.0	-1.3	0.5	-0.9	-5.0	5.5	1.1	5.7	0.7	-1.4
CCOC(=O)CN1C(=N)N(c2nc(NC(C)C)nc(OC)n2)CC1=O	0.2	4.8	-1.4	-1.5	-9.7	2.4	-4.3	0.2	-1.9	-3.7
Cc1ccc(-c2nc3cc(C)c(Br)c(C)n3c2Cc2ccsc2)cc1	-0.5	-1.2	-4.9	-8.0	4.8	0.5	1.5	-1.8	x	9.5
COc1ccc(-c2nc3ccccc3s2)cc1NC(C)=O	1.7	3.4	10.0	-161.8	-8.6	3.2	-2.1	2.5	8.4*	1.8
COc1ccccc1-c1ccc(/C=C2/C=C(C)OC2=O)o1	6.9	4.2	12.7	-167.6	15.4	7.3	-7.5	0.9	0.5	23.9
Cc1ccccc1NC(=O)C(C)SCc1ccccc1 (stereo not given)	0.5	9.2	-2.6	-0.1	-2.9	4.8	-1.1	-1.1	0.5	-2.4
Cc1cc(NS(=O)(=O)c2ccc(NC(=O)c3ccc(F)cc3)cc2)nc(C)n1	0.1	-0.9	2.6	-3.0	7.7	8.6	-2.2	0.1	1.6	6.6
CCN(CC)S(=O)(=O)c1ccc2oc(C(=O)NC3CCCc4ccccc43)c(C)c2c1 (stereo not given)	0.8	-2.8	1.3	5.0	-0.1	-5.7	-5.1	4.4	2.2	-1.1
O=C(Nc1ccc(F)c(F)c1)c1cc(S(=O)(=O)N2CCN(c3ccccn3)CC2)ccc1F	0.0	-1.7	-0.3	10.2	15.4	5.0	5.2	-2.2	-4.3	7.7
